ROS inducer: raises reactive oxygen species in U2OS cancer cells. AID 624156. ROS induction (% of piperlongumine), % at 10 µM. U2OS ROS induction, H2DCF-DA fluorescence. actives 2% (n = 46,000); in the data active = ROS induction above about 79%, passing the limit was not always enough; inconclusive = no clear call, values can overlap the other calls;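 note: 0% = DMSO vehicle median and 100% = reference compound median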
* = called active by the depositor. A portion of the library; rates above refer to the full screens.

CC(=O)Nc1ccc(S(=O)(=O)Nc2c(C)nn(-c3ccccc3)c2C)cc1 was read as ROS inducer inconclusive.
For Cc1cc(I)cnc1NC(=O)COc1ccc([N+](=O)[O-])cc1 the results were ROS inducer 2.
O=C(CCCCCCC(=O)N/N=C/c1ccc(OCCO)cc1)NO was read as ROS inducer -21.
C[C@H](CO)N1C[C@H](C)[C@H](CN(C)S(=O)(=O)c2cn(C)cn2)Oc2ccc(NC(=O)CCC(F)(F)F)cc2CC1=O was read as ROS inducer 4.
`C[C@H]1CN([C@@H](C)CO)C(=O)Cc2cc(NS(=O)(=O)c3ccccc3)ccc2O[C@H]1CN(C)Cc1ccc2c(c1)OCO2` gave ROS inducer 55.
Screening C[C@H](CO)N1C[C@H](C)[C@H](CN(C)S(=O)(=O)c2ccc(F)cc2)Oc2ccc(NC(=O)Nc3ccc4c(c3)OCO4)cc2CC1=O returned ROS inducer 22.
For COc1ccc(NC(=O)CCN2C(=O)c3ccccc3S2(=O)=O)cc1 the results were ROS inducer -5.
`CCOC(=O)c1sc(NC(=O)C(C)(C)Oc2ccc(Cl)cc2)c(C#N)c1C` gave ROS inducer 7.
Screening Cc1cc(C(=O)NCc2ccc(F)cc2)n(-c2ccccc2)n1 returned ROS inducer -13.
For CC1CC(=O)c2c(ccc3c2C(=O)c2cccc(O)c2C3O)C1 (stereo unspecified) the results were ROS inducer 7.
For C[C@@H]1CN([C@H](C)CO)C(=O)c2cccc(NC(=O)c3ccc(-c4nccs4)cc3)c2O[C@@H]1CN(C)Cc1ccc(C(F)(F)F)cc1 the results were ROS inducer 23.
Screening O=C(O)C1C2C=CC(C2)C1C(=O)Nc1ccc(C(=O)N2CCCCC2)cc1 (stereo unspecified) returned ROS inducer 5.
For NC(=O)[C@H]1[C@@H]2C(=O)O[C@@H](c3ccccc3)[C@@H](c3ccccc3)N2[C@@H](c2ccc(O)cc2)[C@]12C(=O)Nc1ccc(C#CC3=CCCCC3)cc12 the results were ROS inducer -9.
`O=C(N/N=C/c1ccc(F)cc1)c1ccccc1O` gave ROS inducer -6.
`COc1cc(C(=O)NC2(C(F)(F)F)C(=O)N(Cc3ccco3)C3=C2C(=O)CC(C)(C)C3)cc(OC)c1OC` (stereo unspecified) gave ROS inducer 11.
Screening C[C@@H]1CN([C@@H](C)CO)C(=O)c2cccc(NC(=O)Nc3ccccc3)c2O[C@H]1CN(C)C(=O)Nc1cccc2ccccc12 returned ROS inducer -17.
For C[C@H](CO)N1C[C@H](C)[C@H](CN(C)Cc2ccc(C(=O)O)cc2)Oc2ccc(NC(=O)Nc3cccc4ccccc34)cc2CC1=O the results were ROS inducer 51.
Screening O=C(CS(=O)(=O)Nc1ccc(F)cc1Cl)Nc1ccc(F)cc1Cl returned ROS inducer -11.
Screening CC(C)(C)c1ccc2cc(C#N)c(C#N)cc2c1 returned ROS inducer 19.
`COc1ccc(S(=O)(=O)N(C)C[C@H]2Oc3c(NS(=O)(=O)c4cn(C)cn4)cccc3C(=O)N([C@@H](C)CO)C[C@H]2C)cc1` gave ROS inducer -25.
Cc1ccc2nc(Nc3nc(CSc4nnc(C)s4)cc(=O)[nH]3)nc(C)c2c1 was read as ROS inducer 49.
Screening O=C1c2ccc(-c3ncc(-c4ccccc4)o3)cc2C(=O)N1c1ncn[nH]1 returned ROS inducer 0.
`O=C(CSc1nc2c(c(=O)[nH]1)CSC2)c1ccc(Cl)cc1` gave ROS inducer 12.
COc1cc(O)c(OC)c2c1C(=O)CC(c1ccccc1)O2 (stereo unspecified) was read as ROS inducer 1.
For CCOC(=O)N1CCN(C(=O)c2cccs2)CC1 the results were ROS inducer -11.
C[C@@H]1CN([C@@H](C)CO)C(=O)c2cc(NC(=O)C3CCCCC3)ccc2O[C@@H]1CN(C)C(=O)Nc1ccc(C(F)(F)F)cc1 was read as ROS inducer 54.
`O=C(NCCc1ccccc1)c1cc(-c2ccccc2)nc2ccccc12` gave ROS inducer 0.
`Cc1noc(C)c1NC(=O)Nc1cccc2c1O[C@@H](CN(C)C(=O)NC1CCCCC1)[C@@H](C)CN([C@H](C)CO)C2=O` gave ROS inducer -3.
C=CCNC(=O)[C@@H]1[C@H]2C(=O)O[C@H](c3ccccc3)[C@H](c3ccccc3)N2[C@H](c2ccccc2OCCO)[C@@]12C(=O)Nc1ccccc12 was read as ROS inducer 45.
Screening C[C@@H]1CN([C@@H](C)CO)C(=O)c2cc(NC(=O)CCC(F)(F)F)ccc2O[C@@H]1CN(C)C(=O)Nc1cccc2ccccc12 returned ROS inducer -6.
Screening CCn1nc(C)cc1C(=O)NN returned ROS inducer -3.
Screening NC(=O)[C@@H]1[C@H]2C(=O)O[C@H](c3ccccc3)[C@H](c3ccccc3)N2[C@H](c2ccc(O)cc2)[C@@]12C(=O)Nc1ccc(C#CCCO)cc12 returned ROS inducer -3.
Screening C[C@@H]1CCCCO[C@H](CN(C)Cc2ccc(C(=O)Nc3ccccc3N)cc2)[C@@H](C)CN([C@H](C)CO)C(=O)c2cc(NS(=O)(=O)c3cccs3)ccc2O1 returned ROS inducer 8.
For C[C@H]1CN([C@@H](C)CO)C(=O)c2cc(NS(=O)(=O)c3ccccc3)ccc2O[C@H]1CN(C)Cc1ccc(-c2ccccc2)cc1 the results were ROS inducer 17.
Screening C[C@@H]1CN([C@H](C)CO)C(=O)Cc2cc(NC(=O)c3ccncc3)ccc2O[C@H]1CN(C)C(=O)Nc1cccc2ccccc12 returned ROS inducer 3.
`C[C@H]1CN([C@@H](C)CO)C(=O)Cc2cc(NC(=O)NC3CCCCC3)ccc2O[C@H]1CN(C)S(=O)(=O)c1ccccc1` gave ROS inducer -7.
C[C@H](CO)N1C[C@H](C)[C@H](CN(C)C(=O)c2cc(-c3ccccc3)on2)OCc2cn(nn2)CCCC1=O was read as ROS inducer -3.
`C[C@@H]1CN([C@@H](C)CO)C(=O)c2cc(NC(=O)Nc3ccccc3)ccc2O[C@@H]1CN(C)C(=O)Nc1ccc2c(c1)OCO2` gave ROS inducer 6.
For CCc1ccc(NC(=O)CN(C)S(=O)(=O)c2ccc3ccccc3c2)cc1 the results were ROS inducer 4.
COc1ccc(NC(=O)Nc2ccc3c(c2)C(=O)N([C@H](C)CO)C[C@H](C)[C@H](CN(C)C(=O)Nc2ccc(OC)cc2)OCCCC[C@@H](C)O3)cc1 was read as ROS inducer 0.
`C[C@@H]1CN([C@H](C)CO)C(=O)CCCn2cc(nn2)CO[C@H]1CN(C)S(=O)(=O)c1ccc(F)cc1` gave ROS inducer -10.
Screening C[C@H]1CN([C@@H](C)CO)C(=O)c2cccc(NC(=O)Nc3ccc(C(F)(F)F)cc3)c2O[C@@H]1CN(C)C(=O)NC1CCCCC1 returned ROS inducer -6.
COc1ccc(CN(C)C[C@H]2Oc3ccc(NC(=O)Nc4c(C)noc4C)cc3CC(=O)N([C@@H](C)CO)C[C@H]2C)cc1 was read as ROS inducer -22.
Cc1ccc(-c2nc3ncccc3o2)cc1NC(=O)C(C)Oc1ccc(Cl)cc1Cl (stereo unspecified) was read as ROS inducer -3.
Cc1noc(C)c1S(=O)(=O)Nc1cccc2c1O[C@H](CN(C)C(=O)NC1CCCCC1)[C@H](C)CN([C@H](C)CO)C2=O was read as ROS inducer 1.
C=C(C(=O)O)C1CCC(CCC)OC1=O (stereo unspecified) was read as ROS inducer -10.
Screening CNC[C@@H]1Oc2ccc(NC(=O)Nc3ccccc3)cc2C(=O)N([C@@H](C)CO)C[C@@H]1C returned ROS inducer 6.
Screening C[C@@H]1O[C@@H](O[C@H]2[C@H](O)[C@@H](O[C@@H]3O[C@H](CO)[C@@H](O)[C@H](O[C@@H]4O[C@H](CO)[C@@H](O)[C@H](O)[C@H]4O)[C@H]3O)[C@H](O[C@H]3CC[C@@]4(C)C(=CC[C@@H]5C4CC[C@@]4(C)C5C[C@@H]5O[C@]6(CC[C@@](C)(CO[C@@H]7O[C@H](CO)[C@@H](O)[C@H](O)[C@H]7O)O6)[C@@H](C)[C@@H]54)C3)O[C@@H]2CO)[C@H](O)[C@H](O)[C@H]1O (stereo partly specified) returned ROS inducer -1.
C[C@H]1CN([C@@H](C)CO)C(=O)Cc2cc(NC(=O)Cc3ccccc3)ccc2O[C@@H]1CN(C)S(=O)(=O)c1ccc(Cl)cc1 was read as ROS inducer 29.
`Cc1cccc(C)c1NC(=O)C1(N(C)C(=O)CSc2nc3ccccc3o2)CCCCC1` gave ROS inducer 0.
Screening N#Cc1c(-c2ccccc2)n2c(-c3ccccc3)nn(-c3ccccc3)c2nc1=O returned ROS inducer 14.
For N#CCCN(CCc1ccccn1)S(=O)(=O)c1ccc2c(c1)CCO2 the results were ROS inducer 21.
For CC1(C)CC[C@@]2(C(=O)O[C@@H]3O[C@H](CO)[C@@H](O)[C@H](O)[C@H]3O)C(C1)C1=CCC3[C@@]4(C)CC[C@@H](O[C@@H]5O[C@H](C(=O)O)[C@@H](O[C@@H]6OC[C@@H](O)[C@H](O)[C@H]6O)[C@H](O[C@@H]6OC[C@](O)(CO)[C@H]6O)[C@H]5O)C(C)(C)C4CC[C@@]3(C)[C@]1(C)C[C@H]2O (stereo partly specified) the results were ROS inducer 1.
Screening COc1ccc(S(=O)(=O)Nc2ccc3c(c2)C(=O)N([C@H](C)CO)C[C@H](C)[C@@H](CN(C)S(C)(=O)=O)O3)cc1 returned ROS inducer 2.
For Cc1nn(-c2ccccc2)nc1CNC(=O)c1cccs1 the results were ROS inducer 27.
For Cc1ccc(NCC(=O)SCc2csc(Nc3ccccc3)n2)cc1 the results were ROS inducer -12.
Screening C[C@@H]1CN([C@@H](C)CO)C(=O)c2cc(NS(=O)(=O)c3cn(C)cn3)ccc2O[C@@H]1CN(C)Cc1ccc(C(F)(F)F)cc1 returned ROS inducer -9.
For CNC[C@H]1OCCCC[C@@H](C)Oc2ccc(NS(=O)(=O)c3ccc(Cl)cc3)cc2C(=O)N([C@H](C)CO)C[C@@H]1C the results were ROS inducer 22.
For COc1cc(Cl)c(C)cc1NC(=S)N(Cc1ccccc1C)CC1CCC(C(=O)O)CC1 (stereo unspecified) the results were ROS inducer -7.
Screening C[C@@H]1O[C@@H](OC[C@H]2O[C@@H](Oc3c(-c4ccc(O)c(O)c4)oc4cc(O)cc(O)c4c3=O)[C@H](O)[C@@H](O)[C@@H]2O)[C@H](O)[C@H](O)[C@H]1O returned ROS inducer -7.
Screening CC(C)c1cc(C(C)C)c(S(=O)(=O)NCCCN2CCOCC2)c(C(C)C)c1 returned ROS inducer -6.
`C[C@@H]1CN([C@H](C)CO)C(=O)Cc2cc(NC(=O)CCCCCC(=O)Nc3ccccc3N)ccc2O[C@H]1CN(C)C` gave ROS inducer -4.
For COc1ccc(C)cc1NC(=O)CCN1CCN(Cc2ccccc2)CC1 the results were ROS inducer 14.
C[C@H](CO)N1C[C@H](C)[C@H](CN(C)S(=O)(=O)c2ccccc2)OCc2cn(nn2)CCCC1=O was read as ROS inducer 0.
C[C@@H]1CN([C@H](C)CO)C(=O)Cc2cc(NC(=O)Nc3cccc4ccccc34)ccc2O[C@@H]1CN(C)S(C)(=O)=O was read as ROS inducer -11.
`Cc1ccc(NC(=S)Nc2ccc(C)cc2)cc1` gave ROS inducer -14.
`Cc1cc(I)cc(C)c1NC(=O)CSc1nnnn1-c1ccccc1` gave ROS inducer 2.
`O=C(CN1C(=O)c2cccc3cccc1c23)Nc1cccc([N+](=O)[O-])c1` gave ROS inducer -8.
For Cn1c(=O)c2c(ncn2CC(=O)Nc2ccc(Br)cc2F)n(C)c1=O the results were ROS inducer -4.
C[C@@H]1CN([C@@H](C)CO)C(=O)Cc2cc(NS(=O)(=O)c3ccccc3)ccc2O[C@@H]1CN(C)CC1CC1 was read as ROS inducer 1.
For NS(=O)(=O)c1cc(C(=O)O)c(NCc2ccco2)cc1Cl the results were ROS inducer 4.
Screening C[C@@H]1CN([C@@H](C)CO)C(=O)Cc2cc(NC(=O)Nc3cccc4ccccc34)ccc2O[C@@H]1CN(C)Cc1ccc(Cl)c(Cl)c1 returned ROS inducer 20.
Screening OC(CCN1CCCCC1)(c1ccccc1)c1ccccc1 returned ROS inducer -10.
C[C@@H]1CN([C@@H](C)CO)C(=O)Cc2cc(NC(=O)Cn3cnnn3)ccc2O[C@@H]1CN(C)Cc1ccc(Oc2ccccc2)cc1 was read as ROS inducer 2.
For COc1ccc(NC(=O)N(C)C[C@@H]2OCCCC[C@@H](C)Oc3ccc(NC(=O)NC(C)C)cc3C(=O)N([C@H](C)CO)C[C@@H]2C)cc1 the results were ROS inducer -5.
For C[C@H](CO)N1C[C@H](C)[C@H](CN(C)Cc2ccncc2)Oc2ccc(NC(=O)Cc3ccccc3)cc2CC1=O the results were ROS inducer 11.
Cc1noc(C)c1S(=O)(=O)Nc1ccc2c(c1)CC(=O)N([C@@H](C)CO)C[C@H](C)[C@@H](CN(C)Cc1ccncc1)O2 was read as ROS inducer 66.

Entries from the list above with an aryl methoxy group:
For COc1ccc(NC(=O)CCN2C(=O)c3ccccc3S2(=O)=O)cc1 the results were ROS inducer -5.
`COc1cc(C(=O)NC2(C(F)(F)F)C(=O)N(Cc3ccco3)C3=C2C(=O)CC(C)(C)C3)cc(OC)c1OC` (stereo unspecified) gave ROS inducer 11.
`COc1ccc(S(=O)(=O)N(C)C[C@H]2Oc3c(NS(=O)(=O)c4cn(C)cn4)cccc3C(=O)N([C@@H](C)CO)C[C@H]2C)cc1` gave ROS inducer -25.
COc1cc(O)c(OC)c2c1C(=O)CC(c1ccccc1)O2 (stereo unspecified) was read as ROS inducer 1.
COc1ccc(NC(=O)Nc2ccc3c(c2)C(=O)N([C@H](C)CO)C[C@H](C)[C@H](CN(C)C(=O)Nc2ccc(OC)cc2)OCCCC[C@@H](C)O3)cc1 was read as ROS inducer 0.
COc1ccc(CN(C)C[C@H]2Oc3ccc(NC(=O)Nc4c(C)noc4C)cc3CC(=O)N([C@@H](C)CO)C[C@H]2C)cc1 was read as ROS inducer -22.
Screening COc1ccc(S(=O)(=O)Nc2ccc3c(c2)C(=O)N([C@H](C)CO)C[C@H](C)[C@@H](CN(C)S(C)(=O)=O)O3)cc1 returned ROS inducer 2.
For COc1cc(Cl)c(C)cc1NC(=S)N(Cc1ccccc1C)CC1CCC(C(=O)O)CC1 (stereo unspecified) the results were ROS inducer -7.
For COc1ccc(C)cc1NC(=O)CCN1CCN(Cc2ccccc2)CC1 the results were ROS inducer 14.
For COc1ccc(NC(=O)N(C)C[C@@H]2OCCCC[C@@H](C)Oc3ccc(NC(=O)NC(C)C)cc3C(=O)N([C@H](C)CO)C[C@@H]2C)cc1 the results were ROS inducer -5.
